Screens from PubChem.
Jurkat NFkB inh – inhibitors of induced NF-kB luciferase reporter, primary screen, TCR NF-kB activation inhibitor project, cell-based, luminescence, uHTS | Jurkat, PMA/ionomycin-induced NF-kB luciferase reporter | actives 0.53% (n = 330,000) | inhibition, % at 4 µM
Apaf1 inhib – inhibitors of human Apaf-1 apoptosome, primary screen, biochemical, DEVD-Rh110 fluorescence, uHTS; Apoptotic protease-activating factor 1 (Homo sapiens), O14727; reconstituted apoptosome caspase-3 activity; inhibition, % at 20 µM; actives 0.71% (n = 330,000); AID 489030, 2010; active = inhibition of at least 40% at 20 µM;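 also: plate controls were DMSO wells for no effect and DEVD-CHO caspase inhibitor wells for full effect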
Target sequence (O14727 whole entry, looked up): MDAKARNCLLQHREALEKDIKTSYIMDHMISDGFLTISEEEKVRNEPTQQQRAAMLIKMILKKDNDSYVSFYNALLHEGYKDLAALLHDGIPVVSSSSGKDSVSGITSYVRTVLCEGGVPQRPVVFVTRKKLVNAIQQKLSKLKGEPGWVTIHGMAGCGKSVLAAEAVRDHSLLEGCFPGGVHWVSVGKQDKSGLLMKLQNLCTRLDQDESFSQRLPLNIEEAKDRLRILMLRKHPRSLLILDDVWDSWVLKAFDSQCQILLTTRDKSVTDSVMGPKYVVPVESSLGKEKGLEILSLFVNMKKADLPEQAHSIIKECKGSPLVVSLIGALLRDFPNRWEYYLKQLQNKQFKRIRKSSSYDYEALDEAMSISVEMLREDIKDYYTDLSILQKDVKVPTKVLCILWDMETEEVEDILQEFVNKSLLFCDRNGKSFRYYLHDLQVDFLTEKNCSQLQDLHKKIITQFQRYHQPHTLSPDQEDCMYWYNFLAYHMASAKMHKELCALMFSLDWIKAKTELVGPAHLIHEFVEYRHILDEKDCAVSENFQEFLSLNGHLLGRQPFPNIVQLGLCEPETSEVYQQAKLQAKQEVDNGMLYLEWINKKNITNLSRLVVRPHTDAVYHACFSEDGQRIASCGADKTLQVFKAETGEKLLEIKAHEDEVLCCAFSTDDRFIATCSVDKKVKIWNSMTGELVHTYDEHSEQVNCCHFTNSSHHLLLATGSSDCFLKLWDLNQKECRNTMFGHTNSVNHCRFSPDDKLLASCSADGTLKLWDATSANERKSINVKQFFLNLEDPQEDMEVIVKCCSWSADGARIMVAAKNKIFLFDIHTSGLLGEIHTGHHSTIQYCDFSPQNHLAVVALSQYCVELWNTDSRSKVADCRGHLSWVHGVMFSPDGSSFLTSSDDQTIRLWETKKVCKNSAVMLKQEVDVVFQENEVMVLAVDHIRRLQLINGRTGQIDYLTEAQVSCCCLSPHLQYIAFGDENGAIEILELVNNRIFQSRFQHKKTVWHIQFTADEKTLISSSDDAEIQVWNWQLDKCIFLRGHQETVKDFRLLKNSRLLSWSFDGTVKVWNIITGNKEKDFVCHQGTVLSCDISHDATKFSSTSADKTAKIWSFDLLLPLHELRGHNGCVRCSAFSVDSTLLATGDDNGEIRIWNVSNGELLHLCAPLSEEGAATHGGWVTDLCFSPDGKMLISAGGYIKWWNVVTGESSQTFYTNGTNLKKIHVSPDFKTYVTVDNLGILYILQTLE
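Material: biochemical Apaf-1 apoptosome reconstitution. Medium: Hepes buffer, pH 7.5. Also added: cytochrome c activation, bis-DEVD rhodamine 110 substrate. Timing: 30 min compound preincubation, 50 min activation, room temperature. Measured by: rhodamine 110 fluorescence at Ex 480/Em 540 nm.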
UBC13 inh – UBC13 polyubiquitin chain formation inhibitors, primary screen, biochemical, TR-FRET, uHTS; inhibition, % at 20 µM; actives 0.47% (n = 330,000); in the data active = inhibition above about 45%, passing the limit was not always enough
SENP7 inh – SENP7 protease inhibitors, primary screen, biochemical, luminescence, uHTS | AID 434973, 2010 | recombinant SENP7, Z-RLRGG-aminoluciferin luminescence, 40 min | inhibition, % at 5 µM | actives 1.5% (n = 330,000) | Sentrin-specific protease 7 (Homo sapiens), Q9BQF6;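 active = inhibition above about 50% at the single test dose, limit read from the data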;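 also: plate controls were DMSO with enzyme for no effect and no enzyme buffer wells for full effect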
SENP8 block – SENP8 protease inhibitors, primary screen, biochemical, luminescence. purified SENP8, Z-RLRGG-aminoluciferin cleavage. inhibition, % at 10 µM. actives 1.2% (n = 330,000)
HKDC1 inh – HKDC1 hexokinase inhibitors, primary screen, biochemical, fluorescence, uHTS. Q2TB90. recombinant HKDC1, G6PDH/diaphorase resazurin coupled fluorescence. inhibition, % at 20 µM. actives 0.16% (n = 340,000). AID 493160, 2011;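 active = inhibition above about 35% when tested at 20 µM, limit read from the data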;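 also: plate controls were DMSO wells with enzyme for no effect and DMSO wells lacking enzyme for full effect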
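Assay system – recombinant HKDC1 (HK5) hexokinase enzyme, produced in-house · Input – HKDC1 at 5 µg/mL · Reagent – glucose plus 1 mM ATP as hexokinase substrates · Timing – 90 min reaction incubation at room temperature, dark · Measured by – G6PDH/diaphorase-coupled fluorescence, 1 mM NADP, 100 µM resazurin, 525/613 nm · Benchmarks – DMSO-enzyme wells negative, buffer-substituted wells positive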
697 NFkB inh – inhibitors of PMA/ionomycin-induced NF-kB reporter, 697 cells, primary screen, B-cell NF-kB inhibitor project, cell-based, luminescence, uHTS. 697 B-cell NF-kB luciferase reporter, 16 h. inhibition, % at 4 µM. actives 0.33% (n = 330,000). AID 435022, 2010; in the data active = inhibition above about 35%
Gli-Sufu antag – Gli-Sufu pathway antagonists, primary screen, luciferase luminescence, Sufu-KO-LIGHT cells, uHTS; Sufu-KO-LIGHT fibroblasts, Gli luciferase reporter luminescence; inhibition, % at 5 µM; actives 0.74% (n = 340,000); AID 588413, 2011;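 active = inhibition above about 55%, limit read from the data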;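 also: 0% = DMSO-treated cells and 100% = wells with medium but no cells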
Active calls of the source: *. Rule as the data show it, unless noted: active = inhibition above about 50%; inactive = the rest. Compounds were not picked by outcome; any-hit rate near 3.6%.

No.	mol	Jurkat NFkB inh	Apaf1 inhib	UBC13 inh	SENP7 inh	SENP8 block	HKDC1 inh	697 NFkB inh	Gli-Sufu antag
1	COC(=O)C1=NNC2(c3ccc(Cl)cc3)C(=O)N(c3ccccc3)C(=O)C12 (centres undefined)	2	-4	13	-1	-5	0	10	-16
2	COc1ccccc1OC(=O)c1cc(Cl)nc2ccccc12	4	-11	5	2	2	-14	6	1
3	C/C(=N/NS(=O)(=O)c1cc(C)ccc1C)c1ccncc1	-12	3	-8	-1	2	-4	-8	9
4	CCOc1cccc(/C=N/NC(=O)C2CCCC2)c1O	0	3	-19	6	4	-11	-5	29
5	O=C(NCc1ccncc1)C1CCCN(S(=O)(=O)c2cc(Cl)ccc2Cl)C1 (centres undefined)	16	0	-8	-1	12	-5	0	-1
6	O=C(NNC(=O)c1ccccn1)c1ccc(OC(F)F)cc1	-15	-4	96*	11	-6	-10	-48	-43
7	CC(C(=O)Nc1ccccc1Cl)c1ccc([N+](=O)[O-])cc1 (centres undefined)	-4	-2	-9	1	-11	-9	11	1
8	CCCCCOc1ccc(C(=O)CCC(=O)Nc2ccc(NC(C)=O)cc2)cc1	2	0	-2	1	3	-1	10	-6
9	COc1ccc(-c2csc3[nH]c(=S)n(-c4ccccc4)c(=O)c23)cc1OC	9	14	0	6	4	-4	-11	-1
10	O=S(=O)(c1cnc(Cl)c(Br)c1)N1CCN(c2ncccn2)CC1	1	-12	2	-2	1	-6	25	-1
11	CCOC(=O)C(C)Oc1cccc2c(=O)n(CC(=O)N3CCc4ccccc43)ccc12 (centres undefined)	16	5	7	2	3	4	16	-2
12	O=C(Nc1ccc(C(F)(F)F)cc1)c1cccnc1N1CCOCC1	3	-6	-12	5	-1	13	2	0
13	CC(NCc1ccc2c(c1)OCO2)C(=O)NC1CCCc2ccccc21 (centres undefined)	15	24	-2	0	-1	-12	-14	15
14	CSc1nnc2c(n1)OC(c1cccn1C)N(C(C)=O)c1ccccc1-2 (centres undefined)	-7	-2	-18	0	-7	-1	-17	-1
15	C/C(=N\NC(=O)c1nnn(-c2nonc2N)c1CSc1ccccc1)c1cccnc1	6	-2	-5	10	-2	1	-11	5
16	COc1cccc(N2CC(C(=O)Nc3nnc(SCC(=O)Nc4ccc(NC(C)=O)cc4)s3)CC2=O)c1 (centres undefined)	9	-10	-5	-1	2	13	12	1
17	O=C(NCC1CCCCC1)c1cccnc1	2	-15	5	-1	-4	-4	5	-1
18	Cc1nc(C(=O)N2CCc3c([nH]c4ccccc34)C2c2ccccn2)cs1 (centres undefined)	19	2	2	1	1	-7	4	-9
19	Cc1ccc(NC(=S)Nc2ccc3cn[nH]c3c2)cc1C	-10	6	2	2	3	0	-53	-14
20	Cc1ccc(NC(=O)Cn2ccsc2=N)c([N+](=O)[O-])c1	4	4	8	-7	-7	-12	30	0

Three compounds already listed, arranged by the number in UBC13 inh, low to high:
| entry | smiles | UBC13 inh |
| --- | --- | --- |
| 9 | COc1ccc(-c2csc3[nH]c(=S)n(-c4ccccc4)c(=O)c23)cc1OC | 0 |
| 18 | Cc1nc(C(=O)N2CCc3c([nH]c4ccccc34)C2c2ccccn2)cs1 (centres undefined) | 2 |
| 17 | O=C(NCC1CCCCC1)c1cccnc1 | 5 |

New compounds follow.
No.	mol	Jurkat NFkB inh	Apaf1 inhib	UBC13 inh	SENP7 inh	SENP8 block	HKDC1 inh	697 NFkB inh	Gli-Sufu antag
21	COc1cccc(NC(=S)N(Cc2ccc(C)cc2)Cc2ccccn2)c1	5	11	-5	-5	-6	-5	-9	0
22	COc1ccc2c(c1OC)C(=O)N1C2SC(C)(C)[C@H]1C(=O)NCC(C)C (some centres undefined)	10	1	4	5	6	-4	13	-2
23	Cc1ccc2c(c1)NC(c1cccs1)C1=C(CC(C)(C)CC1=O)N2 (centres undefined)	1	-12	-15	-5	-10	-4	-3	6
24	CC1(C)Cc2c(sc3nnn(Cc4ccccc4)c(=O)c23)CO1	-21	9	-6	-5	-9	-5	-13	4
25	Cc1ccccc1Cn1ccc(NC(=O)c2cc3nc(-c4ccco4)cc(C(F)(F)F)n3n2)n1	-19	20	9	7	-2	-2	-1	-1
26	NS(=O)(=O)c1ccc2c(c1)C(=NO)c1cc(S(N)(=O)=O)ccc1-2	-14	0	-13	-1	-14	7	-12	1
27	CCOC(=O)c1cnn(-c2cc(C(C)(C)C)nc3c(-c4ccccc4)c(C)nn23)c1N	9	-9	-1	-2	-3	-13	0	-9
28	Cc1cccc2cc(CN(Cc3ccc(F)cc3)Cc3nnnn3C3CCCC3)c(=O)[nH]c12	-12	15	9	11	2	-11	-14	3
29	CCOc1ccc(CCNC(=O)COC(=O)c2ccc(OC)c(OC)c2OC)cc1OCC	-6	3	-11	-4	-2	-6	-10	-1
30	Cc1ccc(C(N)=Nc2ccccc2)cc1	-14	1	4	4	-2	-1	-3	6
31	CCCCN(C(=O)CSc1nnc(-c2ccc(Cl)cc2)o1)c1c(N)n(CC(C)C)c(=O)[nH]c1=O	-3	17	-9	-9	-12	-17	20	-5
32	O=C(N/N=C/c1ccc(-c2ccc([N+](=O)[O-])cc2)o1)[C@H]1C[C@@H]1c1ccccc1	1	-19	-6	6	3	-5	-5	-15
33	Cc1nc2ccccc2nc(C)c1=NOCC(=O)N(c1ccccc1)C(C)C	-5	14	4	7	-2	16	-2	-6
34	O=C(NCCCC(=O)N1CCCCC1)c1ccc(Cl)cc1	7	-5	-1	-10	1	-5	8	0
35	CCN(CC)S(=O)(=O)c1ccc(N2CCCCC2)c(NC(=O)/C=C/c2ccc(OC)c(OC)c2)c1	-2	10	2	4	-6	4	-14	35
36	CN(CCCNC(=O)CCCOc1cc(=O)n(C)c2ccccc12)Cc1ccccc1	4	1	28	-2	11	13	19	20
37	CC(=O)c1cccc(NC(=O)CCS(=O)(=O)c2cc3c(cc2C)NC(=O)CO3)c1	-5	9	-4	-14	-5	0	-15	0
38	COc1cccc(C(=O)N(Cc2ccccc2)Cc2cc3cc4c(cc3[nH]c2=O)OCCO4)c1	-3	8	-2	-3	2	15	7	5
39	Cn1cnnc1SC(C(=O)Nc1cccc(C(F)(F)F)c1)c1ccccc1 (centres undefined)	-8	12	-1	-6	-7	5	-1	9
40	Cc1cc2oc(C(=O)Nc3ccc(S(=O)(=O)Nc4ncccn4)cc3)c(C)c2cc1Cl	2	10	18	1	2	-6	-10	-14

3 compounds drawn at random from the list so far, as already listed:
No.	mol	Jurkat NFkB inh	Apaf1 inhib	UBC13 inh	SENP7 inh	SENP8 block	HKDC1 inh	697 NFkB inh	Gli-Sufu antag
35	CCN(CC)S(=O)(=O)c1ccc(N2CCCCC2)c(NC(=O)/C=C/c2ccc(OC)c(OC)c2)c1	-2	10	2	4	-6	4	-14	35
23	Cc1ccc2c(c1)NC(c1cccs1)C1=C(CC(C)(C)CC1=O)N2 (centres undefined)	1	-12	-15	-5	-10	-4	-3	6
38	COc1cccc(C(=O)N(Cc2ccccc2)Cc2cc3cc4c(cc3[nH]c2=O)OCCO4)c1	-3	8	-2	-3	2	15	7	5

Next entries follow.
No.	mol	Jurkat NFkB inh	Apaf1 inhib	UBC13 inh	SENP7 inh	SENP8 block	HKDC1 inh	697 NFkB inh	Gli-Sufu antag
41	COc1ccccc1C(=O)NCCC(=O)NC(C)CCc1ccccc1 (centres undefined)	-20	4	-1	11	-5	3	10	1
42	CCNC(=O)Nc1cc(OC)c(OC)cc1C(=O)O	12	-18	24	0	7	-6	13	1
43	CC(C)(C)CN1CCNC(=O)C1CC(=O)N1CCOc2ccccc2C1 (centres undefined)	7	14	0	-1	-8	-6	7	-1
44	O=S(=O)(Nc1ccc(O)cc1)c1cccc2cccnc12	7	-7	6	5	4	-2	16	-5
45	CCCC(=O)Nc1cccc(-c2nc3ccccc3o2)c1	-17	15	13	4	-5	-3	2	-29
46	O=C(CC1SC2=NCCN2C1=O)Nc1ccc(Cl)cc1 (centres undefined)	-6	-1	9	2	1	-2	18	2
47	Nc1nc2cc3ccccc3cc2[nH]c1=O	-7	5	-14	3	-13	6	3	-4
48	CCN1CCN(C(=O)c2cc(S(=O)(=O)N3CCCCC3)ccc2Cl)CC1	11	0	1	-2	9	-5	19	5
49	Cc1cc(C)c(CNC(=O)c2cc(C3CC3)nc3c2cnn3C(C)C)c(=O)[nH]1	-6	3	1	-6	-11	7	11	-6
50	COc1nc(Nc2ccc(OC)c(Cl)c2)nc(OC)n1	-7	-10	6	-1	-10	-2	15	-9
51	O=C(COc1ccccc1)NCC(=O)N/N=C/c1cccs1	2	-6	-6	-2	-2	-6	-8	-3
52	O=C(Cc1c(F)cccc1Cl)Nc1cc(S(=O)(=O)N2CCOCC2)ccc1N1CCOCC1	7	10	0	7	0	3	17	3
53	O=C(NC(=S)Nc1ccccc1N1CCCCC1)c1ccco1	11	17	9	-1	6	-7	-14	0
54	O=C(NC(=S)/C(=C1\CCCCCN1)[N+](=O)[O-])c1ccccc1	-65	-1	3	60*	57*	-8	-222	18
55	COc1ccc(N2C(=O)C3C4C=CC(CC4)C3C2=O)c([N+](=O)[O-])c1 (centres undefined)	-9	-5	-7	2	2	-8	23	5
56	CCC(c1nnnn1Cc1ccc(F)cc1)N1CCN(C2CCCCC2)CC1 (centres undefined)	9	7	6	-9	-5	-5	-14	9
57	COc1ccc(N2C(=O)CC(n3cnc4ccccc43)C2=O)cc1 (centres undefined)	15	-18	-3	-1	4	4	-2	-1
58	COc1cccc(S(=O)(=O)Nc2cccc(C(=O)N3CCOCC3)c2)c1	-11	9	-4	-9	-4	-4	6	0
59	CCOc1cc(C(=O)Nc2cc(C)ccc2OC)ccc1OCC(=O)N1CCCCC1	9	7	2	-14	-2	-2	13	8
60	Cn1c(=O)oc2cc(S(=O)(=O)Nc3cccc(F)c3)ccc21	-17	-3	-5	7	-13	-5	10	2
61	O=C(NCCc1ccccc1)c1cccnc1	-29	-15	2	-1	4	-4	-10	-33
62	CC(C)(C)C(=O)C[n+]1ccccc1	-19	-8	-22	-6	-10	-2	1	23
63	CCN1C(=O)[C@H]2[C@@H](c3ccccc3)N3C(=O)N(c4cccc(F)c4)C(=O)[C@@]3(CC(C)C)[C@H]2C1=O	-17	-4	-6	1	7	3	-37	3
64	COc1cccc(N2C(=O)CC(N3CCN(CCN=CC4=C(O)CC(C)(C)CC4=O)CC3)C2=O)c1 (centres undefined)	2	-6	3	-4	5	-4	15	-15
65	CC(c1ccon1)N(C)Cc1cn(Cc2ccccc2)nc1-c1ccc2c(c1)OCO2 (centres undefined)	-5	15	7	-9	-7	4	2	0
66	O=C(Cc1c(F)cccc1Cl)Nc1ccccc1C(=O)N1CCOCC1	-1	3	5	-5	-2	-7	-9	15
67	CCCCC(=O)Nc1ccc(N2CCN(C(=O)c3ccco3)CC2)cc1	18	-9	-1	1	2	0	5	-16
68	Cc1ccccc1CN1C(=O)C(C)S/C1=N/N=C/c1ccco1 (centres undefined)	4	-8	-3	3	4	3	-1	5
69	O=C(Nc1ccc2c(c1)OCO2)c1cc(Cl)ccn1	-140	5	0	81*	77*	0	-134	-77
70	Cc1ccccc1Cn1cc(S(=O)(=O)c2ccc(C(C)C)cc2)c(=O)c2cc3c(cc21)OCO3	4	-1	6	3	-8	-3	7	1
71	Cn1c(NC(=O)c2ccccc2NC(=O)C(C)(C)C)nc2ccccc21	-14	23	3	3	-10	1	8	-1
72	Cc1ccccc1OCCC(=O)NNC(=O)c1ccccc1F	-3	-12	14	-7	4	-2	8	-8
73	CCOC(=O)N1CCN(c2c(N3CCN(c4cccc(C(F)(F)F)c4)CC3)c(=O)c2=O)CC1	0	-2	-10	-3	-10	-8	2	-10
74	Clc1ccc(-c2cnn3c(-c4ccncc4)ccnc23)cc1	-159	-6	3	44	5	-2	-376	-83
